p53ts 39C tox = cytotoxicity in p53ts cells at nonpermissive temperature; H1299-p53A138V viability at 39C, ATP luminescence, 24 h; Potency, µM (top dose mostly 46.1 µM), for inactives: at the highest dose activity change, negative = cell killing, usual class: cytotoxic; actives 1.5% (n = 130,000); further: nearly all actives have a fitted effect of over 55% in size
p53ts 32C kill = kills p53ts cells at the permissive temperature. H1299-p53A138V at 32C, ATP luminescence viability, 24 h. Potency, µM (series often up to 46.1 µM), for the others: at the top dose activity change, negative = cytotoxicity, usual class: cytotoxic. actives 0.93% (n = 130,000). AID 924;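 further: 0% = DMSO and -100% = full killing by reference compound; nearly all actives have a fitted effect of over 55% in size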
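H1299-p53 A138V cells (temperature-sensitive p53) exposed 24 h to up to 46 uM compound at 32C, where p53 is wild-type in conformation. Viability read as ATP luminescence and normalised to DMSO and 100 uM tamoxifen. AC50 fitted with the Hill equation.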
IkB sig inh = inhibitors of IkB signaling in ABC-DLBCL cells; ABC-DLBCL IkBa-CBG/CBR dual luciferase ratio, 4 h; response scale: scaled: untreated 0%, proteasome inhibitor 100%; Potency, µM (series often up to 57.1 µM), inactives show at the top dose IkBa stabilization activation; actives 0.04% (n = 110,000); AID 445; active means well fitted curve in the direction sought with a large enough effect in the signal ratio, not every such curve was filed as active; inconclusive means small, poorly fitted or top-dose-only effect, or a change in a side signal; the % refers to the signal ratio;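 further: the direction sought is a rising ratio; 0% = basal untreated cells and 100% = reference inhibitor full response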
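Curves were fitted separately to fusion (green), unfused (red) and ratio luminescence, then classed by r2, magnitude and activity. Cells: OCI-Ly3, 4 h compound plus doxycycline at 37C; 10 uM MG-132 defined full response.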
Peg3 imprint = inducers of genomic imprint erasure in mouse ES cells. actives 0.02% (n = 110,000). mouse ES Peg3-LacZ reporter, beta-gal luminescence, 40 h. AID 1948. Potency, µM (doses to about 60.7 µM), for the others: at the top dose activity change, positive = activation, actives largely listed as activators;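 further: 0% = negative control wells on the plate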
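Gelatin-coated wells received 300 freshly trypsinized female ES cells with a Peg3LacZ-Neo reporter on the maternal allele, then incubated 40 hours at 37C. BetaGlo was added for 5 minutes at room temperature before a single luminescence read.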
An asterisk follows results filed as active; ? = inconclusive; . = not tested or not shown; & = joins results of further samples; [ ] = remark or other dose. Unless noted, the call rests on the fitted dose curve; in most records, active means well fitted curve in the direction sought with a large enough effect; inconclusive means small, poorly fitted or top-dose-only effect, or another doubt; inactive means no such curve, though single readings can be large; an effect the other way counts as inactive or inconclusive. Unless noted, on the % scale 0 is the no-effect control and ±100 the full control effect; potency means the concentration at half of the fitted maximal effect. This is a subset, so the mix of outcomes need not match the whole.

SMILES	p53ts 39C tox	p53ts 32C kill	IkB sig inh	Peg3 imprint
CC1=C2[C@@H]3OC(=O)[C@H](C)[C@H]3CC[C@@]2(C)C=CC1=O	.	.	-1.0%[11.4 µM]	.
CN[C@H]1[C@H]2[C@H]3CCN2C[C@@H]1O3	.	.	-0.6%[11.4 µM]	.
COC1=C[C@H]2[C@@H]3Cc4ccc(OC)c(O)c4[C@@]2(CCN3C)CC1=O	.	.	0.6%[11.4 µM]	.
O=c1ccc2cc(O[C@@H]3O[C@@H](CO)[C@@H](O)[C@@H](O)[C@H]3O)c(O)cc2o1	.	.	2.4%[11.4 µM]	.
NNc1c(C(N)=O)c2c(N)ncnc2n1[C@@H]1O[C@H](CO)[C@@H](O)[C@@H]1O	.	.	?	.
CCN(CC)C(=O)N[C@@H]1C=C2c3cccc4[nH]cc(c34)C[C@@H]2N(C)C1	.	.	-4.2%&-7.9%	.
CC(C)[C@H]1C(=O)N2CCC[C@@H]2[C@]2(O)O[C@@](NC(=O)[C@H]3C=C4c5cccc6[nH]cc(c56)C[C@H]4N(C)C3)(C(C)C)C(=O)N12	.	.	-1.3%[11.4 µM]	.
O=C1C[C@H]2OCCC=C3CN4CC[C@@]56c7ccccc7N1[C@@H]5[C@H]2[C@H]3C[C@@H]46	.	.	0.1%[11.4 µM]	.
CN1C[C@@H](CNC(=O)OCc2ccccc2)C[C@H]2c3cccc4c3c(cn4C)C[C@@H]21	.	.	-6.7%	.
c1cc2c(cc1[C@H]1OC[C@H]3[C@@H]1CO[C@H]3c1ccc3c(c1)OCO3)OCO2	.	.	0.7%[11.4 µM]	.
CNc1ccc2oc(C[C@@H]3O[C@@]4(CC[C@H]3C)O[C@@H]([C@@H](C)C(=O)c3ccc[nH]3)[C@@H](C)C[C@H]4C)nc2c1C(=O)O	.	.	?	.
CC[C@H]1CN2CC[C@@H]1C[C@@H]2[C@H](O)c1ccnc2ccccc12	.	.	0.9%[11.4 µM]	.
CC1=CC(=O)C2=C(C)C[C@H](O)[C@@H]3[C@@H](OC(=O)[C@H]3C)[C@H]12	.	.	-0.7%[11.4 µM]	.
C[C@H]1CC[C@@H]2[C@@H](C)C(=O)O[C@H]3O[C@@]4(C)CC[C@@H]1[C@]32OO4	.	.	-0.9%[11.4 µM]	.
COc1ccc(C2C([N+](=O)[O-])=C(N)Oc3c2c(=O)oc2ccccc32)cc1 (centres undefined)	0%	.	.	.
Cc1ccc(-n2c(O)c(/C=N/N3CCCCC3c3cccnc3)c(=O)[nH]c2=S)cc1 (centres undefined)	-20%	.	.	.
COc1ccc(C(C)=O)cc1CC(C(=O)c1ccc(F)cc1)N(C)C (centres undefined)	-5%	.	.	.
O=c1[nH]c(=O)n(Cc2ccco2)c(O)c1/C=N/N1CCCCC1	16%	.	.	.
O=C1NC(=O)N(c2ccc(F)cc2)C(=O)/C1=C/c1ccc2c(c1)CCCN2Cc1ccccc1	15%	.	.	.
Cc1ccc(-c2nc3ccccc3c(=O)n2-c2ccncc2)cc1	2%	.	.	.
O=C(COC(=O)c1ccc(O)cc1)Nc1ccc(Cl)cc1C(=O)c1ccccc1	0%	.	.	.
C/C(=N\N1CCN(C)CC1)c1c(O)n(Cc2ccccc2)c(=O)[nH]c1=O	3%	.	.	.
Cc1nc2ccc(Cl)cc2c(-c2ccccc2)c1C(=O)O	3%	.	.	.
N#CCCn1cc(C(=O)Nc2ccccc2Br)c(-c2ccc3c(c2)OCCO3)n1	4%	.	.	.
Fc1cccc(C2NCCc3[nH]cnc32)c1 (centres undefined)	-3%	.	.	.

A draw from above in order of length of the SMILES, descending:
SMILES	p53ts 39C tox	p53ts 32C kill	IkB sig inh	Peg3 imprint
O=c1ccc2cc(O[C@@H]3O[C@@H](CO)[C@@H](O)[C@@H](O)[C@H]3O)c(O)cc2o1	.	.	2.4%[11.4 µM]	.
COc1ccc(C2C([N+](=O)[O-])=C(N)Oc3c2c(=O)oc2ccccc32)cc1 (centres undefined)	0%	.	.	.
COC1=C[C@H]2[C@@H]3Cc4ccc(OC)c(O)c4[C@@]2(CCN3C)CC1=O	.	.	0.6%[11.4 µM]	.

Continued:
SMILES	p53ts 39C tox	p53ts 32C kill	IkB sig inh	Peg3 imprint
CC(C)OP(=O)(OC(C)C)C(O)c1ccccc1F (centres undefined)	6%	.	.	.
Cc1ccc(Cl)cc1NC(=O)N(Cc1ccc2c(c1)OCO2)C1CCN(Cc2ccccc2)CC1	.	-9%	.	.
CSc1ncc(C(=O)Nc2ccc(Cl)cc2C(=O)c2ccccc2)c(C)n1	.	15%	.	.
O=C(Nc1ccc(F)c(Cl)c1)N(Cc1ccc2c(c1)OCO2)C1CCN(Cc2ccccc2)CC1	.	-30%	.	.
Cc1ccc(NC(=O)N(Cc2ccc3c(c2)OCO3)C2CCN(Cc3ccccc3)CC2)cc1F	.	-27%	.	.
Nc1ncnc2c1ncn2[C@@H]1O[C@H](COP(=O)(O)OP(=O)(O)OP(=O)(O)O)[C@H]2OC3(O[C@H]21)C([N+](=O)[O-])=CC(=[N+]([O-])[O-])C=C3[N+](=O)[O-] (some centres undefined)	.	.	.	3%
COc1cc(OC2CCN(C(C)=O)CC2)ccc1C(=O)N1CCC(N2C(=O)OCc3ccccc32)CC1	.	.	.	-10%
CN1C(=O)[C@@H](NC(=O)c2cc3ccccc3[nH]2)N=C(c2ccccc2)c2ccccc21	.	.	.	0%
CCCN(CCC)C1CCc2cccc(O)c2C1 (centres undefined)	.	.	.	3%
CN1CCc2cc(O)cc3c2C1Cc1ccc(O)c(O)c1-3 (centres undefined)	.	.	.	-47%[inhibitor]
C[C@@H]1Cc2c(Cl)cc(C(=O)N[C@@H](Cc3ccccc3)C(=O)O)c(O)c2C(=O)O1	.	.	.	-11%
Ic1ccccc1CNC1C2CCN(CC2)C1C(c1ccccc1)c1ccccc1 (centres undefined)	.	.	.	7%
CCCN1CCc2cc(O)cc3c2C1Cc1ccc(O)c(O)c1-3 (centres undefined)	.	.	.	-38%[inhibitor]
NCCc1ccccn1	.	.	.	-8%
CNc1ccc2oc(C[C@@H]3OC4(CC[C@@H]3C)O[C@H](C(C)C(=O)c3ccc[nH]3)[C@H](C)C[C@H]4C)nc2c1C(=O)O (some centres undefined)	.	.	.	-32%[inhibitor]
COC[C@H]1OC(=O)c2coc3c2[C@@]1(C)C1=C(C3=O)C2CCC(=O)[C@@]2(C)C[C@H]1OC(C)=O (some centres undefined)	.	.	.	-16%&-29%
CC(O)C(C)OC(=O)[C@@H]1C[C@@H]2c3cccc4c3c(cn4C(C)C)C[C@H]2N(C)C1 (some centres undefined)	.	.	.	-14%
CCCCC/C=C\C/C=C\C/C=C\C/C=C\CCCC(=O)N[C@H](C)CO	.	.	.	1%
CCCCCCC(C)(C)c1cc(OC)c2c(c1)OC(C)(C)[C@@H]1CC=C(C)C[C@@H]21	.	.	.	6%
CN1C(=O)C(O)N=C(c2ccccc2)c2cc(Cl)ccc21 (centres undefined)	.	.	.	-10%
C=CCN	.	.	.	-7%
CCNC(C)Cc1cccc(C(F)(F)F)c1 (centres undefined)	.	.	.	-6%
O=C(O)C1CN(CP(=O)(O)O)CCN1 (centres undefined)	.	.	.	-5%
C[C@]12CCC3C(CC[C@H]4C[C@H](O)CC[C@]34C)C1CC[C@@H]2C(=O)CO (some centres undefined)	.	.	.	-15%
CC(C)[C@]1(O)[C@@H](OC(=O)c2ccc[nH]2)[C@@]2(O)[C@@]3(C)C[C@]4(O)O[C@@]5([C@H](O)[C@@H](C)CC[C@]35O)[C@@]2(O)C41C	.	.	.	-5%
Further entries follow:
SMILES	p53ts 39C tox	p53ts 32C kill	IkB sig inh	Peg3 imprint
C[C@]12C=CC(=O)C=C1CC[C@@H]1C2CC[C@]2(C)OC(=O)CCC12 (some centres undefined)	.	.	.	-18%
CC(N)c1cccc(Cl)c1Cl (centres undefined)	.	.	.	-7%
COC(=O)C(N)CCCN=C(N)N[N+](=O)[O-] (centres undefined)	.	.	.	-2%
CCCCC/C=C\C/C=C\C/C=C\C/C=C\CCCCCC(=O)NCCO	.	.	.	-10%
CC(=O)c1c(O)c(C)c(O)c(Cc2c(O)c3c(c(C(=O)/C=C/c4ccccc4)c2O)OC(C)(C)C=C3)c1O	.	.	.	-15%&-24%
CCN(CC)c1ncnc2c1ncn2[C@@H]1O[C@H](COP(=O)(O)OP(=O)(O)C(Br)(Br)P(=O)(O)O)[C@@H](O)[C@H]1O	.	.	.	-2%
CCCN1CCCC2Cc3[nH]ncc3CC21 (centres undefined)	.	.	.	-6%
NC(=O)c1ccc(OCC(O)CN2CC=C(c3ccc(F)cc3)CC2)cc1 (centres undefined)	.	.	.	-18%
CCNC(=O)[C@H]1O[C@@H](n2cnc3c(N)ncnc32)[C@H](O)[C@H]1O	.	.	.	-8%
C=CCN1CCC2(C)c3cc(O)ccc3CC1C2C (centres undefined)	.	.	.	-13%
CNc1ccc2oc(C[C@H]3O[C@@]4(CC[C@H]3C)O[C@H]([C@H](C)C(=O)c3ccc[nH]3)[C@H](C)C[C@H]4C)nc2c1C(=O)O	.	.	.	-31%[inhibitor]
C=CCN1CC[C@]23c4c5ccc(O)c4O[C@@H]2/C(=N/N=C2\CC[C@@]4(O)C6Cc7ccc(O)c8c7[C@@]4(CCN6CC=C)[C@@H]2O8)CC[C@@]3(O)C1C5	.	.	.	-29%
CN1C2CCC1CC(OC(=O)c1cc(Cl)cc(Cl)c1)C2 (centres undefined)	.	.	.	-17%
CC1CCC(C(C)C)C(OC(=O)c2ccccc2N)C1 (centres undefined)	.	.	.	-14%
COc1ccc(O)c(C(C)(C)C)c1	.	.	.	10%
NC1CCc2cc(O)c(O)cc2C1 (centres undefined)	.	.	.	-48%[inhibitor]
O=C1Nc2ccc(Cl)cc2C(c2ccccc2Cl)=NC1O (centres undefined)	.	.	.	-6%
CCN1C[C@@]2(COC)C3[C@@H](OC)[C@H]4C1[C@@]3(C1C[C@]3(O)C(OC)[C@H](O)[C@@]4(OC(C)=O)C1[C@H]3OC(=O)c1ccccc1)[C@H](OC)C[C@H]2O (some centres undefined)	.	.	.	-9%
NC1(c2ccccc2Cl)CCCCC1=O (centres undefined)	.	.	.	1%
C[C@H]1C2Cc3ccc(O)cc3[C@]1(C)CCN2CC1CC1	.	.	.	-10%
NCCCNCCCCNCCCNC(=O)Cc1ccc(O)cc1	.	.	.	-5%[10.9 µM]
CN1CCN(C(=O)O[C@H]2c3nccnc3C(=O)N2c2ccc(Cl)cn2)CC1	.	.	.	-3%
Cc1o[nH]c(=O)c1CC(N)C(=O)O (centres undefined)	.	.	.	-6%
Oc1ccc2c3c1O[C@H]1c4oc5ccccc5c4C[C@@]4(O)C(C2)N(CC2CC2)CCC314 (some centres undefined)	.	.	.	3%
Oc1cc(Cl)ccc1Oc1ccc(Cl)cc1Cl	.	.	.	-9%

In another format: results already given.
The line under a structure holds: p53ts 39C tox	p53ts 32C kill	IkB sig inh	Peg3 imprint
- COc1ccc(C(C)=O)cc1CC(C(=O)c1ccc(F)cc1)N(C)C (centres undefined)
→ -5%	.	.	.
- O=c1[nH]c(=O)n(Cc2ccco2)c(O)c1/C=N/N1CCCCC1
→ 16%	.	.	.
- O=C1NC(=O)N(c2ccc(F)cc2)C(=O)/C1=C/c1ccc2c(c1)CCCN2Cc1ccccc1
→ 15%	.	.	.
- Cc1ccc(-c2nc3ccccc3c(=O)n2-c2ccncc2)cc1
→ 2%	.	.	.
- O=C(COC(=O)c1ccc(O)cc1)Nc1ccc(Cl)cc1C(=O)c1ccccc1
→ 0%	.	.	.
- C/C(=N\N1CCN(C)CC1)c1c(O)n(Cc2ccccc2)c(=O)[nH]c1=O
→ 3%	.	.	.

Screens: PubChem BioAssay, National Center for Advancing Translational Sciences (NCATS)
